DAX1 inh-1 = DAX1 (NR0B1) inhibitors, primary screen, cell-based, HEK293, Gal4-DAX1, luciferase luminescence. Nuclear receptor subfamily 0 group B member 1 (Homo sapiens), P51843. HEK293 Gal4-DAX1 luciferase reporter. inhibition, % at 6.75 µM. actives 0.99% (n = 340,000). AID 504766, 2011;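 active = inhibition above the mean over all tested compounds plus 3 SD, cut at about 4.2% in these data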;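 also: 0% = DAX1-transfected cells with DMSO and 100% = empty-vector control cells with DMSO; inhibition shows as a rise in luminescence from relieved DAX1 repression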
Target sequence (P51843 207-470 limits assumed): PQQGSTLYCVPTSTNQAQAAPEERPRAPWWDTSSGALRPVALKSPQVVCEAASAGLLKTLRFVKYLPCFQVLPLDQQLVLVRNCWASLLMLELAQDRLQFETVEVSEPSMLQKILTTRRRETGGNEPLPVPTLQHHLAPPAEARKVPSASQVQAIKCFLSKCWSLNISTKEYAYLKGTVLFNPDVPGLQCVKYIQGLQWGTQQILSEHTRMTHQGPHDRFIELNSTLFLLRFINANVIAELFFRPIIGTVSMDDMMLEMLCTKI
hgDAF12 agonist = H. glycines DAF-12 receptor agonists, primary screen, cell-based, luminescence, HEK293, GAL4 fusion, UAS-luciferase; activation, % at 6.8 µM; actives 1.8% (n = 370,000); AID 687014, 2013; HEK293 GAL4-hgDAF12 UAS-luciferase reporter, agonist luminescence; normalized to butyrate control;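 active = activation above a cutoff set at the mean of all screened compounds plus 3 SD, cut at about 10% in these data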;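 also: 0% = DMSO wells and 100% = sodium butyrate wells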
FXN GAA850 act = FXN promoter activators, primary screen, cell-based, luciferase luminescence, HEK293 lucGAA850; HEK293 lucGAA850 FXN promoter luciferase reporter, 24 h; percent of 10 µM SAHA response; activation, % at 6 µM; actives 0.56% (n = 360,000);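 active = activation above the average of all compounds screened plus 3 SD, cutoff fixed separately per campaign, cut at about 7.5% in these data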;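 also: 0% = DMSO wells and 100% = 10 µM SAHA wells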
ADAM10 inh = human ADAM10 inhibitors, primary screen, biochemical, QFRET, HTS | inhibition, % at 7 µM | recombinant ADAM10, EDANS/DABCYL FRET peptide cleavage, 3 h | actives 0.62% (n = 370,000) | AID 720582, 2013 | Disintegrin and metalloproteinase domain-containing protein 10 (Homo sapiens), O14672;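 active = inhibition above a per-campaign cutoff equal to the mean of compounds falling between control-based bounds plus 3 SD, cut at about 20% in these data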;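 also: 0% = DMSO wells while the 100% control is not disclosed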
DAX1 inh-2 = DAX1 (NR0B1) inhibitors on StAR promoter, primary screen, cell-based, luminescence, SF-1 (NR5A1), full-length DAX-1; inhibition, % at 6.8 µM; actives 1.1% (n = 370,000); AID 652010, 2013; HEK293T StAR-luciferase reporter, SF-1/DAX-1 repression relief;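 active = inhibition above the mean over all tested compounds plus 3 SD, cut at about 3.6% in these data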;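 also: 0% = DAX-1 cells with DMSO and 100% = cells lacking DAX-1 with DMSO; higher inhibition means more luminescence from relief of DAX-1 repression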
ssDAF12 agonist = S. stercoralis DAF-12 nuclear receptor activators, primary screen, cell-based, luminescence, HEK293, GRIP1 co-expression, lit1-tk-luc; AID 652126, 2013; actives 1% (n = 370,000); Nuclear hormone receptor DAF-12 (Strongyloides stercoralis); HEK293 ssDAF-12/GRIP1 lit1-tk-luc reporter; % of 3 µM dafachronic acid response; activation, % at 6.8 µM;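 active = activation above the mean over all tested compounds plus 3 SD, cut at about 0.9% in these data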;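 also: 0% = DMSO-only wells and 100% = 3 µM delta7-dafachronic acid wells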
NPR1 activator = GC-A stimulated cGMP production enhancers – HEK293 GC-A cells, cGMP TR-FRET, EC30 ANP, primary screen | 0% at EC30 ANP, 100% saturating ANP | activation, % at 10 µM | actives 0.14% (n = 370,000) | AID 1671463, 2021; in the data active = activation above about 40%
SMARCA2 activ = SMARCA2 (BRM) function activators, primary screen, cell-based, luminescence, high throughput. MG213 cells, MMTV-luciferase reporter, dexamethasone, overnight. activation, % at 9.1 µM. actives 1% (n = 370,000). AID 652017, 2013; in the data active = activation above about 7.8%;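 also: 0% = vehicle wells and 100% = reference activator wells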
ADAM17 inh = ADAM17 inhibitors, primary screen, biochemical, QFRET; recombinant ADAM17, EDANS/DABCYL FRET peptide cleavage; actives 0.83% (n = 370,000); AID 720648, 2013; Disintegrin and metalloproteinase domain-containing protein 17 (Homo sapiens), P78536; inhibition, % at 6.95 µM;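 active = inhibition above the mean of compounds lying between control limits plus 3 SD, set per campaign, cut at about 8.5% in these data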;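 also: 0% = DMSO-only wells as the low control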
Target sequence (P78536 215-824 limits assumed): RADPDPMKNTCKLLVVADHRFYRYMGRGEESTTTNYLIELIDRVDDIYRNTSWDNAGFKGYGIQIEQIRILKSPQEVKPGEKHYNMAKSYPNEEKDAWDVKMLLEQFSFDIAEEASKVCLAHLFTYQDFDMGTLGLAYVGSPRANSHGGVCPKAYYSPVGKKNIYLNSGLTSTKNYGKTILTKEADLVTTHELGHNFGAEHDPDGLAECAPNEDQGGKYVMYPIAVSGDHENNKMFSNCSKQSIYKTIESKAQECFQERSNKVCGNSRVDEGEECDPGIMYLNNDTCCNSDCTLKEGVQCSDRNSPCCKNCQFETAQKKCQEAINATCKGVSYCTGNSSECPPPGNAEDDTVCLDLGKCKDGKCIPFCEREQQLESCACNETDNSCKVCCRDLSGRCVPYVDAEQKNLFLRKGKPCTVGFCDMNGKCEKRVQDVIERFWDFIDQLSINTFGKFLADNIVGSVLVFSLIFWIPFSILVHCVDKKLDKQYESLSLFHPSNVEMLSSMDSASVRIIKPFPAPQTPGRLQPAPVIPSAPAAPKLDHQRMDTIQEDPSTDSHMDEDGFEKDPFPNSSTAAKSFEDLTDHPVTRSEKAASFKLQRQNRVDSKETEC
hcDAF-12 act = H. contortus DAF-12 nuclear receptor activators, primary screen, cell-based, luminescence, HEK293, lit1-tk-luc reporter | HEK293 hcDAF-12 lit1-tk-luc reporter; 0% DMSO, 100% Δ7-dafachronic acid | actives 1.4% (n = 370,000) | activation, % at 6.8 µM;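 active = activation above the mean of all tested compounds plus 3 SD, cut at about 5.5% in these data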;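 also: 100% = response to 3 µM Δ7-dafachronic acid high control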
PG9 Ab binder = binders of HIV-1 gp120 antibody PG9, primary screen, biochemical, TR-FRET | HIV-1 gp120 / PG9 antibody interaction | actives 0.43% (n = 360,000) | inhibition, % at 6.7 µM | TR-FRET gp120-PG9 antibody binding; in the data active = inhibition above about 8.5%
Numbers without * were called inactive; · = no result given.

SMILES	DAX1 inh-1	hgDAF12 agonist	FXN GAA850 act	ADAM10 inh	DAX1 inh-2	ssDAF12 agonist	NPR1 activator	SMARCA2 activ	ADAM17 inh	hcDAF-12 act	PG9 Ab binder
CN(C)c1nc(Nn2cnnc2)nc(N(C)C)n1	-0.3	-0.9	3.1	2	-0.4	-0.2	-3	-1	-3	-1.2	2.6
O=S(=O)(Nc1nc2c(s1)CCCC2)c1ccc2ccccc2c1	-0.4	1.3	-1.7	8	-0.8	-1.2	-3	-4	3	0.3	0.7
CCOc1ccc(N(C)C(=O)CCc2nnc3ccc(NCc4ccco4)nn23)cc1	0.8	-0.1	3.0	2	-0.6	-0.9	-4	2	-4	-0.9	2.0
CC(C)(C)CC(=O)NCc1ccc(F)cc1	0.9	0.7	-1.2	4	0.0	-0.8	4	-3	-1	0.3	-0.9
CCOC(=O)NC(=O)CSc1nc2ccc(C)cc2[nH]1	-0.4	4.4	1.1	-7	0.6	-0.6	0	-1	-3	0.5	-1.4
CN1CCN(CC(=O)NN2CC(=O)N(c3ccc(F)cc3)CC2=O)CC1	-0.9	0.2	-2.0	1	-0.2	-0.3	2	4	-4	0.0	-2.4
CCOC(=O)c1cncc(C(=O)O)c1	0.4	2.3	0.6	14	-0.2	-1.0	3	-2	1	3.1	-2.9
O=C(Nc1cccc2ccccc12)c1csc([C@@H]2O[C@H](CO)[C@H](O)[C@H](O)[C@H]2O)n1	·	0.2	2.0	-1	0.9	-1.4	2	0	-2	3.3	0.4
COc1ccc(C(C(=O)NC2CCCC2)N(Cc2ccc(F)cc2)C(=O)c2ccn[nH]2)cc1OC (stereo not drawn)	-0.3	-0.6	-0.6	0	0.4	-0.7	-1	7	2	-2.6	-0.6
Cc1nc2cc(NC(=O)N3CCN(c4ccccn4)CC3)ccc2o1	-1.0	-0.7	3.2	-9	0.1	-1.0	-3	0	-6	-1.6	-0.9
FC(F)(F)c1nnc(N2CCN(c3ccc(Cl)cc3)CC2)s1	5.2*	-0.5	1.3	-1	-0.3	-2.0	-1	-1	-2	-2.8	0.9
CCN(CC)C(=O)C1CCCN(C/C(C)=C/c2ccccc2)C1 (stereo not drawn)	-0.3	-0.7	-0.2	-9	0.5	-2.0	2	2	-2	-1.2	-1.2
Cc1nnc(SCC(=O)Nc2cc(C(F)(F)F)ccc2N2CCOCC2)o1	0.8	-0.1	2.5	1	-0.9	-0.3	0	1	-1	-2.0	-0.8
O=C(NNC(=S)NC1CC2C=CC1C2)c1ccncc1 (stereo not drawn)	2.0	-0.7	0.8	4	0.4	-1.7	0	-3	2	0.0	-1.4
CCOc1cc(C)c(Cl)cc1S(=O)(=O)NCc1ccc2c(c1)OCO2	-0.4	1.1	-2.4	10	-0.8	-1.6	-7	2	2	-0.4	-0.5
CCN(c1ccc(NC(=O)COC(=O)CCc2nc3ccccc3n2-c2ccccc2)cc1)C(C)C	1.1	-0.2	0.1	15	0.2	-1.1	-8	4	4	-1.5	-2.9
CN(CC(=O)Nc1ccccc1Br)c1ncnc2sccc12	-0.7	-4.9	0.2	0	-0.3	-1.9	-2	-3	-4	-2.3	-2.3
NNC(=O)c1cc2c(s1)-c1cc(Cl)ccc1SC2	·	1.7	3.2	-40	0.1	-0.7	-3	-2	-15	4.9	1.4
CC(C)(C)OC(=O)N1CCCC1C(=O)NC(Cc1ccccc1)C(=O)O (stereo not drawn)	0.8	-1.7	-1.4	-2	-0.1	-1.3	3	-4	-5	1.5	0.2
CCN(CC(=O)Nc1ccc(OC)cc1)C(=O)CSCc1c(C)noc1C	0.4	0.6	-0.8	-5	0.1	-0.2	-2	0	-2	-3.0	-2.6
CCOc1ccc(OCCOCCNCCOC)cc1	1.1	-0.4	0.5	-2	-0.1	-1.1	-1	0	-2	-1.6	-0.2
CC(=O)N1CCSc2ccc(S(=O)(=O)N3CCC(C)CC3)cc21	-2.0	-3.3	1.3	1	-6.5	-2.1	12	-4	-4	-3.5	1.3
O=c1c2cn[nH]c2nc(SCc2ccc3c(c2)OCCO3)n1-c1ccccc1	-0.8	-5.2	4.9	18	-0.9	-0.6	12	-1	2	-2.1	-1.5
Nc1ccc2nc(NC(=O)C3CCCCC3)sc2c1	2.9	7.8	1.3	6	1.4	-1.6	3	-2	4	0.4	-0.8
COc1ccc(C(=O)c2c(C)c3ccccc3n2CC(O)CNC(C)C)cc1 (stereo not drawn)	3.0	2.1	-8.2	4	-0.2	-0.9	-8	0	1	-0.8	-1.7
COc1ccc(/C=C/C(=O)OCC(=O)Nc2ccc(N3CCOCC3)cc2)cc1	0.9	0.3	1.2	3	-0.6	-0.9	-3	0	0	0.1	-1.6
COc1ccc(NC(=O)C(c2ccccc2)c2ccccc2)cn1	-1.5	0.4	-1.7	4	0.2	-1.1	-8	2	-2	-0.5	-2.8
Fc1ccc(Br)cc1C1C=C(c2ccc(Br)cc2)Nc2ncnn21 (stereo not drawn)	-0.1	-2.6	-0.6	-73	1.0	-1.6	3	-5	-30	-1.1	-3.7
CN(C)CCCNS(=O)(=O)c1ccc(NC2CCCCCC2)c([N+](=O)[O-])c1	-1.5	-5.4	-2.0	-1	-1.1	-2.3	4	-6	2	-5.7	-0.5
COc1ccccc1OCC(=O)N1CC2(C)CC1CC(C)(C)C2 (stereo not drawn)	-0.6	-2.1	2.1	-7	-0.2	-1.2	-5	1	-7	-2.3	2.2
O=C(CN(Cc1ccc(F)cc1)C(=O)CCC(=O)Nc1ccccn1)NCc1ccc(F)cc1	-2.0	0.9	-0.7	-6	-0.2	-0.6	-1	1	0	-0.7	-2.3
COc1cc(/C=C/C(C)=NNc2ccccc2)ccc1O	-1.3	4.0	1.7	-13	-0.8	-0.8	6	5	-3	1.8	-2.9
CCN(CC)CCn1c(OC)cc(=O)[nH]c1=O	-0.7	0.7	0.6	-1	0.2	-0.7	2	1	1	-0.9	-2.4
COc1ccccc1C(CNC(=O)c1ccc(S(=O)(=O)NCc2ccco2)cc1)N(C)C (stereo not drawn)	-0.3	-1.2	-2.6	8	0.0	-1.1	0	-4	3	0.7	-1.5
COc1ccccc1NC(=O)Cn1c(C)nc2c(sc(=S)n2Cc2ccco2)c1=O	-0.5	-1.3	-1.4	-2	-1.5	-1.2	0	0	-2	-0.2	-0.2
COc1ccccc1CNC(=O)Cc1ccc(OC)c(OC)c1	0.0	1.1	-0.3	2	-0.3	0.8	-1	-1	-3	3.4	-1.1
CC1(C(=O)NS(=O)(=O)c2ccc(F)cc2F)CCN1C(=O)CC1CCCC1 (stereo not drawn)	·	0.6	0.0	-17	1.1	-1.4	2	-3	2	-0.8	0.2
CC(C)C(=O)Nc1ccc(NC(=O)c2cccs2)cn1	1.1	5.3	2.2	4	0.9	-0.8	0	1	-1	-0.5	0.6
O=C(NC1CCN(Cc2ccccc2Cl)CC1)c1ccccc1	-1.6	-0.9	1.6	-2	-0.6	-1.1	0	0	-1	-2.1	0.6
N#CCc1ccc(C(=O)c2ccccc2)s1	-0.4	2.5	0.7	7	0.3	-1.0	1	4	-2	-1.1	-2.4
Cc1ccc(SCC(=O)OCC(=O)N(CC(C)C)c2c(N)n(Cc3ccccc3)c(=O)[nH]c2=O)c(C)c1	1.4	1.2	-2.2	1	0.1	0.1	-5	2	-2	0.6	-1.3
O=C1N=C(N2CCN(c3ccccc3)CC2)SC1Cc1ccccc1 (stereo not drawn)	-1.4	-2.4	4.5	4	0.0	-1.8	-4	-1	1	-1.4	-2.1
COc1ccc(C)cc1S(=O)(=O)N1CCN(c2ccccc2)CC1	-1.4	-0.2	-0.5	-1	-0.1	0.1	-4	-1	-1	-1.0	-0.9
Cc1ccc2nsnc2c1S(=O)(=O)NC1CC1	0.4	-0.8	-2.0	1	0.2	-1.5	2	-4	2	-1.0	0.5
CCOc1ccc(C(C)C)cc1S(=O)(=O)n1ccnc1C	3.3	-1.1	1.0	-5	0.5	-1.2	-1	0	-4	0.3	-0.5
COc1ccccc1C(=O)NCC(=O)NNC(=O)c1cccs1	0.3	-0.8	0.1	-4	0.4	-1.1	-1	-2	-1	0.0	-1.6
CC(C)(C)c1ccc(C(=O)Nc2ccc(C(=O)N3CCOCC3)cc2)cc1	-0.7	-0.1	0.6	-8	-1.5	-1.1	-4	-1	0	-1.1	-1.5
COc1cccc(NC(=O)/C=C/c2ccccc2[N+](=O)[O-])c1	2.0	16*	5.0	11	2.9	0.2	-1	10*	1	5.4	-3.2
Cc1cccc2c1CCCC2=O	1.2	-0.6	-0.9	-11	-0.6	-1.0	1	-5	-4	0.6	-0.1
CC(C)(C)CC(C)(C)SSc1n[nH]c(=S)s1	-2.8	-0.9	0.1	-1	-0.4	-0.7	0	-1	-1	0.6	0.5
Cc1cccc(NC(=O)CN(C)C(=O)/C=C/c2ccccc2)c1C	-0.4	-0.1	2.7	-7	-0.5	-1.0	4	-1	-1	-1.4	-0.2
Cc1ccc(CC(=O)NCCc2ccc(S(N)(=O)=O)cc2)cc1	0.0	-1.3	-0.4	3	-0.1	-1.2	2	-3	1	2.5	-1.8
NC(=O)C1(N2CCCCC2)CCN(C(=S)Nc2ccc(Cl)cc2)CC1	2.0	1.4	-0.2	-3	-0.1	-1.6	8	0	-5	-1.1	0.6

Four compounds drawn at random from those above, as already listed:
SMILES	DAX1 inh-1	hgDAF12 agonist	FXN GAA850 act	ADAM10 inh	DAX1 inh-2	ssDAF12 agonist	NPR1 activator	SMARCA2 activ	ADAM17 inh	hcDAF-12 act	PG9 Ab binder
NC(=O)C1(N2CCCCC2)CCN(C(=S)Nc2ccc(Cl)cc2)CC1	2.0	1.4	-0.2	-3	-0.1	-1.6	8	0	-5	-1.1	0.6
Cc1cccc2c1CCCC2=O	1.2	-0.6	-0.9	-11	-0.6	-1.0	1	-5	-4	0.6	-0.1
Cc1cccc(NC(=O)CN(C)C(=O)/C=C/c2ccccc2)c1C	-0.4	-0.1	2.7	-7	-0.5	-1.0	4	-1	-1	-1.4	-0.2
CC(C)(C)CC(C)(C)SSc1n[nH]c(=S)s1	-2.8	-0.9	0.1	-1	-0.4	-0.7	0	-1	-1	0.6	0.5

Compound activity: PubChem BioAssay, several laboratories
